FBW7 activator – FBW7 E3 ligase activators, primary screen, biochemical, AlphaScreen, human | F-box/WD repeat-containing protein 7 (Homo sapiens), Q969H0 | AlphaScreen FBW7–phospho-cyclin E peptide binding, activator screen | normalized activity (activation), % at 26.1 µM | 0.13% of 650,000 active; in the data active = normalized activity above about 1.9%;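 note: purified mutant Fbw7 with reduced substrate affinity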
Target sequence (Q969H0 whole entry, looked up): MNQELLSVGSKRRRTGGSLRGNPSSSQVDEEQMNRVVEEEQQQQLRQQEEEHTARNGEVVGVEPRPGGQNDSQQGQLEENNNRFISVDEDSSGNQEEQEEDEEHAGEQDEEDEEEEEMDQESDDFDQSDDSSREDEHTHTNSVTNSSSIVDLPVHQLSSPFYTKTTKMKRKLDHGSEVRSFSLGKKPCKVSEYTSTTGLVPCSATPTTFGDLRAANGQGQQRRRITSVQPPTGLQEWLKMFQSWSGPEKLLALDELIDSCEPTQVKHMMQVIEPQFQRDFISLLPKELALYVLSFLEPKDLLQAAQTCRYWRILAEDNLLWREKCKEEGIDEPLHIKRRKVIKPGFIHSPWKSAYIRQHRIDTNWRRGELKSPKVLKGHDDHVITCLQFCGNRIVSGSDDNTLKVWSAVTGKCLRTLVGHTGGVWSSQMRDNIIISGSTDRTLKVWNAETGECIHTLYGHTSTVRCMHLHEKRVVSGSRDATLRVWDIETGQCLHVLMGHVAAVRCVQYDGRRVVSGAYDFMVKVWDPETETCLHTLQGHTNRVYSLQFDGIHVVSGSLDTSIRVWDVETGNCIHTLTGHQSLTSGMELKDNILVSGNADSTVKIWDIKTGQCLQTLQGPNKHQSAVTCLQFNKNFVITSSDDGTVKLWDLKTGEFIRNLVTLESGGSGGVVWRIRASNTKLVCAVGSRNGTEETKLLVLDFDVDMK
TEAD-YAP inh – TEAD-YAP interaction inhibition, primary screen, TEAD-YAP interaction inhibitor project, luminescence, HEK-TIYL cells. inhibition, % at 9.12 µM. TEAD-Gal4/YAP UAS-luciferase luminescence. 1.4% of 640,000 active. AID 1259422, 2018; in the data active = inhibition above about 32%;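 note: 0% = median of test compound wells and 100% = reference inhibitor wells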
MITF primary – MITF inhibitors, primary screen, biochemical, AlphaScreen, human; 0.91% of 650,000 active; inhibition, % at 2.6 µM; AlphaScreen MITF homodimerization, bead proximity signal; Microphthalmia-associated transcription factor (Homo sapiens), O75030; in the data active = inhibition above about 50%;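 note: 0% = vehicle wells with protein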
GPR151 activ – activators of human GPR151, primary screen, cell-based, PathHunter beta-arrestin, luminescence; PathHunter beta-arrestin GPR151 cells; activation, % at 11.2 µM; 1% of 650,000 active; G-protein coupled receptor 151 (Homo sapiens), Q8TDV0; in the data active = activation above about 4.9%;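 note: 0% = median of compound wells and 100% = cells with positive control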
* marks the source's active call; other numbers are inactive results. Rows were taken by chance; any-hit rate near 3.4%.

canonical_smiles	TEAD-YAP inh	MITF primary	GPR151 activ	FBW7 activator
Cc1ccc2cc(CN(Cc3ccco3)Cc3nnnn3Cc3ccco3)c(=O)[nH]c2c1C	0	14	2.7	0.0
O=C(Nc1ccc(-c2noc(-c3cccc(Br)c3)n2)cc1)c1cccc(Br)c1	1	4	1.5	-0.1
O=C(Nc1ccc(Cl)cc1)NC1(C(=O)NCc2ccc3c(c2)OCO3)CCCCC1	9	-11	-0.8	0.0
CCOC(=O)c1ccccc1C(=O)c1ccccc1	-1	10	-1.8	0.1
COc1cccc(C(=O)Oc2ccc(N3C(=O)C4CC=CCC4C3=O)cc2)c1 (stereo unspecified)	0	-15	-0.2	-0.1
O=C(N/N=C/c1ccc(Cl)c(Cl)c1)C(=O)N1CCCCC1	-16	8	-0.3	0.1
COc1ccc(CCNC(=O)c2ccc3c(=O)n(Cc4cccc(Br)c4)c(=S)[nH]c3c2)cc1OC	-6	2	1.6	-0.1
CCOc1ccc(C(=O)NC(=S)Nc2cc(C)ccn2)cc1[N+](=O)[O-]	-1	2	0.3	0.3
CCOc1ccccc1-n1c(=S)sc2c(=O)n(-c3ccc(C)cc3)c(SCC3OCCO3)nc21	3	-3	0.2	-0.1
CCOc1ccc(NC(=O)c2ccc(CNc3c(N4CCC(C)CC4)c(=O)c3=O)cc2)cc1	-10	-9	-0.4	-0.2
O=C1Nc2ccc(Cl)cc2C12Nc1ccccc1-c1nnc(SCc3ccccc3F)nc1O2 (stereo unspecified)	9	16	1.5	0.0
CN1CCN(c2ncn(-c3ccc(Nc4nccc(-c5cc(F)cc(N(C)C)c5)n4)cc3)n2)CC1	35*	2	-0.2	-0.2
CCOC(=O)c1c(NC(=O)c2cc3cc(Br)ccc3oc2=O)sc(C)c1C	9	-2	-0.1	0.0
C#CCOc1ccc(C2C3=C(CC(C)(C)CC3=O)NC3=C2C(=O)CC(C)(C)C3)cc1	-18	8	0.3	0.3
Cc1ccc(-n2nnnc2S(C)(=O)=O)c(C)c1	12	14	-0.4	-0.1
COc1ccc(/C=N/NC(=O)CC(=O)Nc2ccc(Cl)c(Cl)c2)c(OC)c1	7	-23	0.8	0.2
Cc1cccc(N=c2oc3ccc4ccccc4c3cc2C(N)=O)c1	11	2	-2.0	-0.1
Cc1cnc(NC(=O)CN2C(=O)S/C(=C\c3cccs3)C2=O)s1	3	14	-0.1	0.5
CCOC(=O)c1c(NC(=O)C(C)Sc2nnc(CNC(=O)Cc3ccc(OC)cc3)n2-c2ccccc2OC)sc2c1CCCC2 (stereo unspecified)	-5	3	-0.2	0.1
COc1ccc(-c2cc(C(F)(F)F)n3ncc(C(=O)NC4CCCC4)c3n2)cc1	-6	8	-1.1	0.4
COc1ccc(OC)c(N(CC(=O)Nc2ccc(F)c(Cl)c2)S(C)(=O)=O)c1	3	-28	-0.7	-0.1
O=C(NCc1cccs1)Nc1ccccc1NC(=O)c1ccccc1F	9	-6	1.2	-0.1
Cc1ncc(CN2CCc3ccc(NC(=O)C4CCCO4)cc3C2)s1 (stereo unspecified)	7	12	-1.1	0.0
O=c1[nH]c(N2CCCC2)nc2c1CCN(Cc1c(F)cccc1F)C2	9	10	2.7	0.0
CCS(=O)(=O)C1=NSC2=NC(=O)/C(=C\c3ccco3)C(=N)N21	1	19	0.9	0.0
O=C(COc1ccc(-c2ccccc2)cc1)NNC(=S)NC(=O)c1cccs1	11	27	-2.1	1.1
CN(Cc1ccccc1)c1nnc(NC(=O)Cn2c(=O)oc3ccccc32)s1	-1	-4	-0.1	-0.1
CC(=O)CC1(O)C(=O)N(Cc2ccccc2Cl)c2ccccc21 (stereo unspecified)	7	24	-0.8	0.0
O=C1C2C3C=CC(CC3)C2C(=O)N1/N=C/c1ccc([N+](=O)[O-])o1 (stereo unspecified)	-1	0	-1.3	-0.1
COc1ccc(OC)c(NC(=O)CSc2nncc(=O)n2N)c1	-4	9	0.7	-0.2
COc1ccccc1N1CCN(C(=O)CN(c2ccccc2OC)S(=O)(=O)c2ccc(C)cc2)CC1	-9	-6	0.8	-0.2
N#CC1=C(N)Oc2cc(O)c(Cl)cc2C1c1ccc(F)cc1 (stereo unspecified)	6	8	-0.2	0.2
CCOc1ccc(/C=N\NC(=O)c2ccc(C)nc2)cc1OCC	12	3	1.7	0.1
COc1cc(Nc2nc(NCCOc3ccccc3)c3ncn(C(C)C)c3n2)cc(OC)c1OC	-9	8	1.6	-0.1
Cc1ccc(/C(O)=C2/C(=O)C(=O)N(CCCN(C)C)C2c2ccccc2)cc1 (stereo unspecified)	4	-11	-0.1	0.0
COc1ccc(-c2cnc3c(n2)[nH]c(=O)n3[C@@H](C)c2ccccc2)cn1	-8	6	4.5	0.0
Nc1nnc(SC(Sc2nnc(N)s2)C(=O)c2ccccc2)s1	-1	13	2.2	0.2
COc1ccc(CCN=C(N)NS(=O)(=O)c2ccc(C)c(C)c2)cc1OC	13	7	-0.2	0.1
CCCn1c(=O)c2[nH]c(-c3ccc(S(=O)(=O)O)cc3)nc2n(CCC)c1=O	0	-4	1.8	0.2
CC(C)(C)OC(=O)N[C@@H](CC(=O)OCc1ccccc1)C(=O)O	15	9	0.2	0.8
O=C(NC1CCCCC1)c1ccc(N2CC3CC(C2)c2cccc(=O)n2C3)c(NS(=O)(=O)c2ccc3c(c2)OCCO3)c1 (stereo unspecified)	-5	4	0.8	-0.1
Cc1cc(C)cc(NC(=O)c2cnn3ccccc23)c1	-42	14	-0.4	0.1
COc1ccc(CN2CCN(Cc3cccn3-c3cccnc3)CC2CCO)cc1C (stereo unspecified)	6	10	-1.2	-0.1
Cc1ccc(C(=O)NCCc2sc3nc(-c4ccc(F)cc4)nn3c2C)cc1	-36	-7	-0.4	-0.1
COc1ccc(CC(=O)N/N=C2/CC(=O)CC(C)(C)C2)cc1	0	13	-0.4	0.1
COc1ccc(/C=C2\N=C(c3ccccc3OC)OC2=O)cc1OC	7	14	-0.6	0.7
CCOC(=O)c1c(NC(=O)C23CC4CC(CC(C4)C2)C3)sc(C(=O)Nc2cccc(OC)c2)c1C	-1	8	-0.1	0.0
COc1ccc(-c2ccc(OCCNS(=O)(=O)c3ccccc3Cl)nn2)cc1	17	-2	-0.2	-0.3
COc1ccc(S(=O)(=O)NCc2ccc3c(c2)cc(C)n3C)cc1	-9	9	-0.2	0.0
CC12c3ccccc3C(c3ccccc31)C1C(=O)N(c3ccc(C#N)cc3)C(=O)C12 (stereo unspecified)	6	-4	-0.6	0.0

The list goes on.
canonical_smiles	TEAD-YAP inh	MITF primary	GPR151 activ	FBW7 activator
Cc1ccc(NC(=O)c2cc3nc(-c4ccco4)cc(C(F)(F)F)n3n2)cc1C	7	4	1.0	0.0
O=C(Nc1ccccc1)N1CCCC(c2nc(-c3cccs3)no2)C1 (stereo unspecified)	-16	7	-0.6	0.0
Cc1cccc(N(CC(=O)NC(C)C)C(=O)CCC(=O)Nc2nccs2)c1	1	6	0.2	0.0
CCn1c(=O)c2c(nc3n(-c4ccc(OC)cc4OC)c(C)cn23)n(C)c1=O	3	1	-0.7	-0.2
Cc1nnc2ccc(SCC(=O)N(C)Cc3ccc4nonc4c3)nn12	-4	-4	3.4	0.1
COc1ccccc1OCCSc1nc2ccccc2n1CCOc1ccc(C)cc1	-18	11	0.0	0.8
c1coc(-c2cn3c(n2)sc2ccccc23)c1	6	4	-2.4	-0.1
CC1(C(=O)Nc2cccc(C(F)(F)F)c2)CC2c3ccccc3C1c1ccccc12 (stereo unspecified)	-13	14	6.3*	0.1
O=C(Nc1ccc(S(=O)(=O)N2CCCCC2c2cccnc2)cc1)c1cccc(F)c1 (stereo unspecified)	27	6	0.8	-0.1
CC1(C)OC(=O)C(=C/C=C/c2ccco2)C(=O)O1	9	71*	-0.5	-0.1
CCOC(=O)C(C)n1cnc2sc3c(c2c1=O)CCC3 (stereo unspecified)	-2	14	-1.3	0.1
COCCn1nnnc1C(CC(C)C)N1CCN(c2cccc(C)c2C)CC1 (stereo unspecified)	-36	0	-0.6	0.8
COc1ccc(C(=O)NC2CC2)cc1OC1CCN(Cc2ccc(F)cc2F)CC1	-22	-10	5.6*	0.0
CCN1C(=O)C(O)(CC(=O)c2ccc(C(C)C)cc2)c2ccccc21 (stereo unspecified)	-4	-6	0.2	-0.2
COc1cc(Br)cc(/C=N/NC(=O)C(C)Nc2cccc(C)c2)c1O (stereo unspecified)	8	-13	-0.6	0.0
Cc1ccccc1C1(CC(=O)N(C)CC(C)C)CC(=O)N(Cc2ccncc2)C1=O (stereo unspecified)	-8	-9	-0.5	-0.4
Cc1sc(NC(=O)c2cccc(Br)c2)c(C(=O)O)c1C	2	10	-3.5	0.2
O=C(Nc1ccc2[nH]ncc2c1)c1ccc(OC2CCCN(Cc3ccccc3)C2)nc1 (stereo unspecified)	14	27	0.6	0.5
CCSc1nc2sc3c(c2c(=O)n1-c1ccccc1)CC(C)(C)OC3	2	2	-0.1	-0.2
CC(NC(=O)C(C)N1CCc2ccccc2C1)C1CC2CCC1C2 (stereo unspecified)	-6	0	-0.4	0.0
O=c1oc2c(Cl)cc(Cl)cc2cc1-c1nnc(-c2cccc(F)c2)o1	1	15	0.2	0.2
Cc1cc(C)c(C(=O)N2CCC3(CC2)CC3C(=O)N2C[C@@H](C)O[C@@H](C)C2)[nH]1 (stereo partly specified)	6	1	0.6	-0.3
O=[N+]([O-])c1cccc(N/N=C/c2ccccn2)c1	-5	19	0.6	-0.8
CC1CCC2C(=O)N(c3ccc(OC(=O)c4ccc(Br)cc4)cc3)C(=O)C2C1 (stereo unspecified)	-4	-21	-0.2	0.2
CC(C)C(C)NC(=O)COC(=O)[C@H](C)NC(=O)c1ccccc1Cl (stereo partly specified)	10	-5	0.6	0.0

Compound profiles, as listed above.
`c1coc(-c2cn3c(n2)sc2ccccc23)c1` reads TEAD-YAP inh: 6; MITF primary: 4; GPR151 activ: -2.4; FBW7 activator: -0.1
`O=C(Nc1ccc(Cl)cc1)NC1(C(=O)NCc2ccc3c(c2)OCO3)CCCCC1` reads TEAD-YAP inh: 9; MITF primary: -11; GPR151 activ: -0.8; FBW7 activator: 0.0
`CCOc1ccc(NC(=O)c2ccc(CNc3c(N4CCC(C)CC4)c(=O)c3=O)cc2)cc1` reads TEAD-YAP inh: -10; MITF primary: -9; GPR151 activ: -0.4; FBW7 activator: -0.2

Remaining list, next part.
canonical_smiles	TEAD-YAP inh	MITF primary	GPR151 activ	FBW7 activator
Clc1cccc(-c2ccc(N3CCOCC3)nc2)c1	-45	3	-2.0	-0.3
O=C(c1cccc(N2CCCC2=O)c1)N1CCOCC1	4	12	-0.3	0.6
CC(C)(CO)NS(=O)(=O)c1ccc2c(c1)Cc1cc(S(=O)(=O)NC(C)(C)CO)ccc1-2	-6	12	1.3	0.8
CCCC(=O)N1CCN(c2ccc([N+](=O)[O-])c(NC3CC3)c2)CC1	10	13	0.3	-0.1
COc1ccc(/C=N\Nc2nnc3c(=O)[nH]c(=O)[nH]c3n2)cc1	11	16	0.6	-0.2
Cc1cc([N+](=O)[O-])c(C)c([N+](=O)[O-])c1N	6	2	1.9	0.1
COc1ccc(OC)c(-n2c(CNC(=O)c3ccco3)nnc2SCC(=O)Nc2nc3ccccc3s2)c1	-3	20	-1.2	1.5
Cc1nc(C(C)NC2CCN(c3ccc(CC(=O)NCc4ccccc4)cc3)CC2)n[nH]1 (stereo unspecified)	9	1	2.2	0.1
CCN(CC)S(=O)(=O)c1ccc(C(=O)N=c2sc3cc(OC)ccc3n2CC)cc1	-2	-5	0.3	0.0
CCC(=O)Nc1ccc(C(=O)NC2CCCCCC2)cc1	-17	9	0.0	0.1
Cc1[nH]c2ccc(-c3nnc(SCC(=O)NCc4ccco4)n3-c3ccccc3)cc2c1C	-1	-14	0.2	-0.1
O=S(=O)(c1ccc(-c2cn3cc(Cl)ccc3n2)cc1)N1CCCCC1	-11	5	-0.2	-0.1
COC(=O)C(C)Oc1ccc2ccc(=O)oc2c1 (stereo unspecified)	0	-6	1.2	0.1
O=C(C1CC(Cc2ccc(F)cc2)=NO1)N1CCN(c2ccc(Cl)cc2)CC1 (stereo unspecified)	-15	3	-0.7	-0.1
O=C1CC(c2cc3c(cc2Cl)OCO3)c2cc(Br)c3ccccc3c2N1 (stereo unspecified)	-4	3	0.5	0.2
C=C(C)CN(CC)C(=O)CCc1nnc(CCCc2ccccc2)o1	-6	0	-0.4	0.3

Two records picked at random from those above, as already listed:
canonical_smiles	TEAD-YAP inh	MITF primary	GPR151 activ	FBW7 activator
O=C(c1cccc(N2CCCC2=O)c1)N1CCOCC1	4	12	-0.3	0.6
O=C1CC(c2cc3c(cc2Cl)OCO3)c2cc(Br)c3ccccc3c2N1 (stereo unspecified)	-4	3	0.5	0.2

Source: PubChem BioAssay
